# Screening data as filed in PubChem.
# M17LAP inhibition: P. falciparum M17LAP inhibitors, primary screen, biochemical, fluorogenic H-Leu-NHMec substrate, 1536-well (AID 1619) | recombinant M17LAP, H-Leu-NHMec fluorogenic kinetic assay; higher % means a stronger effect | 220,000 compounds, 0.38% hits | one-dose inhibition, % at 30 µM; IC50 in µM for titrated hits;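 active means compound inhibiting the enzyme by more than half at any dose during confirmatory dose-response retesting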;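 further: plate controls were full reaction with DMSO carrier for no effect and no enzyme background for full effect; strong numbers were not always called active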
# XIAP displacement: XIAP antagonists, biochemical, IAP family, fluorescence polarization (AID 1018) | XIAP BIR domain, fluorescence polarization peptide displacement; higher % means a stronger effect | displacement, % at 20 µM, or IC50 in µM where a hit was titrated | 200,000 compounds, 0.007% hits; in the data active means displacement above about 50%; further: a part of the inactive calls stands beside numbers as strong as those of hits
# UTI89 phage lysis: inhibition of K1F phage lysis, E. coli UTI89, bacterial capsule biogenesis inhibitors, alamar blue (AID 488966). E. coli UTI89 K1F phage lysis, alamar blue, 2 h; higher % means a stronger effect. one-dose inhibition, % at 100 µM; IC50 in µM for titrated hits. 340,000 compounds, 0.02% hits;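 active means phage lysis inhibition, versus mean bacterial control, above a set limit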;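 further: capsule biogenesis inhibitors block K1F phage lysis so surviving cells raise fluorescence; higher fluorescence means more inhibition of phage lysis; actives were called in the ten point dose series up to 300 µM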
# Hep lipid drop: hepatic lipid droplet formation modulation | inhibition, % at 6.5 µM | 240,000 compounds, 0.4% hits | AID 1656 | AML12 mouse hepatocytes, oleate lipid droplets, BODIPY imaging;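 active means lipid droplet intensity inhibited by at least 50%, with more than 500 cells counted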
#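 Assay system: AML12 mouse liver cells | Compound: 6.5 µM single-point dosing | Schedule: Overnight exposure | Technique: Fluorescence imaging, 20x objective, two fields per well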
# PMI inhibition: human PMI inhibitors, high substrate, primary screen, biochemical, fluorescence intensity, high mannose 6-phosphate (AID 1220). inhibition, % at 20 µM; hits with a dose series show IC50 in µM. 190,000 compounds, 0.66% hits. recombinant PMI enzyme, coupled fluorescence intensity; higher % means a stronger effect
# TNAP activators: human TNAP enzyme activators, primary screen, biochemical, luminescent, no phosphate acceptor, uHTS (AID 1001) | 200,000 compounds, 0.03% hits | purified TNAP, luminescent activation assay, no phosphate acceptor; higher activation fold means a stronger effect | activation fold at 20 µM; hits with a dose series show EC50 in µM; in the data active means activation fold from about 3, or a potency from the dose series; inactive means the rest, 99 in 100 with activation fold below about 1.6; further: many of its hits are not listed in these tables
# Siah-1 displacement: blockers of Siah-1 interaction with plectin peptide – biochemical, fluorescence polarization, rhodamine-plectin, uHTS, primary screen (AID 1817); displacement, % at 20 µM; hits with a dose series show IC50 in µM; 290,000 compounds, 0.02% hits; Siah-1 / rhodamine-plectin peptide fluorescence polarization; higher % means a stronger effect;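 active means displacement of at least 50% at 20 µM, with a fluorescence ratio check between 0.3 and a set limit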;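 further: plate controls were Siah plus tracer with DMSO for no effect and tracer alone without Siah for full effect; strong numbers were not always called active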
# M1AAP inhibition: malaria alanyl aminopeptidase activity blockers – biochemical, fluorogenic H-Leu-NHMec substrate, 1536-well (AID 1445); recombinant M1AAP, H-Leu-NHMec fluorogenic kinetic assay; higher % means a stronger effect; one-dose inhibition, % at 30 µM; IC50 in µM for titrated hits; 220,000 compounds, 0.42% hits;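 active means primary inhibition above the hit cutoff, then over 50% inhibition at one or more dose response concentrations, cut at about 23% in these data, passing the limit was not always enough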;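 further: plate controls were DMSO full reaction for no effect and no enzyme background for full effect; strong numbers were not always called active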
# PMI inhibitors: inhibitors of human PMI, primary screen, biochemical, fluorescence intensity, coupled assay (AID 1209) | purified PMI enzyme, coupled fluorescence intensity; higher % means a stronger effect | inhibition, % at 20 µM, or IC50 in µM where a hit was titrated | 190,000 compounds, 0.42% hits;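 further: plate controls were DMSO vehicle for no effect and wells lacking substrate for full effect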
# Hep lipid drop cells 6.5 µM: further read-out of Hep lipid drop, marked with its call; cell count; measured here: cell count, cytotoxicity flag;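 cells counted across two imaged fields per well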
# * = called active by the depositor; . = not tested or not shown; [ ] = remark or other dose. Unless noted, no stated cut-off is given here; in the data, active means inhibition above about 50%; inactive means the rest.
# Start of the listing, in advance:
SMILES,M17LAP inhibition,XIAP displacement,UTI89 phage lysis,Hep lipid drop,Hep lipid drop cells 6.5 µM,PMI inhibition,TNAP activators,Siah-1 displacement,M1AAP inhibition,PMI inhibitors
COc1cccc(C2C(C(=O)/C=C/c3ccco3)=C(O)C(=O)N2CCN2CCOCC2)c1 (stereo not given),9%,-3.8%,0.4%,11,737,49%,1.1,6%,5%,-12%
COCCNC(=O)CSc1nnc(-c2ccccc2F)n1Cc1ccccc1,1%,-11%,0.5%,-10,593,9%,1.1,0%,0%,11%
COc1cccc(-c2nnc(NC(=O)C3CCCCC3)o2)c1,4%,-2.7%,-0.2%,.,.,12%,1.1,6%,7%,8%
COc1ccc(Cl)cc1NC(=O)C1CC(=O)N(c2ccc(F)cc2)C1 (stereo not given),9%,-1.9%,0.0%,-4,693,1%,1,-1%,4%,11%

# This part in full, repeating the preview:
SMILES,M17LAP inhibition,XIAP displacement,UTI89 phage lysis,Hep lipid drop,Hep lipid drop cells 6.5 µM,PMI inhibition,TNAP activators,Siah-1 displacement,M1AAP inhibition,PMI inhibitors
COc1cccc(C2C(C(=O)/C=C/c3ccco3)=C(O)C(=O)N2CCN2CCOCC2)c1 (stereo not given),9%,-3.8%,0.4%,11,737,49%,1.1,6%,5%,-12%
COCCNC(=O)CSc1nnc(-c2ccccc2F)n1Cc1ccccc1,1%,-11%,0.5%,-10,593,9%,1.1,0%,0%,11%
COc1cccc(-c2nnc(NC(=O)C3CCCCC3)o2)c1,4%,-2.7%,-0.2%,.,.,12%,1.1,6%,7%,8%
COc1ccc(Cl)cc1NC(=O)C1CC(=O)N(c2ccc(F)cc2)C1 (stereo not given),9%,-1.9%,0.0%,-4,693,1%,1,-1%,4%,11%
CCOc1ccc(C(C)=O)cc1CSc1nnc(N)s1,4%,-5.0%,0.3%,0,646,-17%,1,-2%,-1%,-13%
Clc1ccc(-c2nc3ncccn3c2Nc2ccc3c(c2)OCO3)cc1,-8%,0.4%,0.4%,.,.,26%,1.1,-1%,4%,-9%
Cc1cc(C)c(NC(=O)CSc2nc3ccc(N4C(=O)c5ccccc5C4=O)cc3s2)c(C)c1,-8%,-16%,-0.5%,0,743,18%,1.1,4%,5%,-4%
CC1(C)CC(=O)C2=C(C1)Nc1ccccc1N(C(=O)C1CC1)C2c1ccco1 (stereo not given),24%,-11%,0.1%,-8,646,.,1.1,-3%,9%,.
CC1=C(OC(=O)c2ccccc2)C(C)(C)C(c2ccccc2)OC1=O (stereo not given),1%,-5.3%,0.4%,5,747,-4%,1,5%,3%,-3%
CCn1c(=O)c(C(=O)NCc2ccccn2)c(O)c2ccccc21,1%,-2.6%,0.3%,.,.,-10%,1.1,-2%,9%,-14%
Cc1nc(Cl)c(C(=O)NC(=O)NCc2ccccc2)c(C)c1Cl,10%,-8.1%,1.6%[50 µM],27,704,-5%,1.1,9%,-1%,9%
CC(=O)c1sc2nc(CSc3nncn3C)[nH]c(=O)c2c1C,5%,-6.7%,0.3%,-13,692,-15%,1,-13%,14%,-30%
CC(=O)c1ccc(NC(=S)NC2CCCC(C)C2C)cc1 (stereo not given),-3%,-7.6%,11%,2,659,4%,1,-6%,0%,4%
CC(C)COc1ccc(-c2nn(-c3ccccc3)cc2C(=O)Nc2nccs2)cc1,2%,-1.1%,0.1%,-11,794,16%,1.2,3%,0%,25%
COc1cc2c(cc1OC)CN(C(=O)CSc1nnc3scc(-c4ccccc4)n13)CC2,-12%,-5.9%,4.3%,-7,756,9%,1.1,-1%,8%,-8%
Cc1nnc(C)n1/N=C/c1ccccn1,4%,-3.3%,-0.1%,-1,569,6%,1.1,4%,-2%,6%
N/C(=N\O)c1ccc(Cl)cc1Cl,5%,.,1.0%,-3,721,.,.,-4%,5%,.
Cc1oc(-c2ccccc2F)nc1CS(=O)(=O)CC(=O)N1CCOCC1,4%,-2.5%,-0.2%,-1,658,12%,1.1,6%,-5%,14%
CCOC(=O)C1CCN(c2cc(=O)n(-c3ccc(OC)cc3)c(=O)[nH]2)CC1,1%,-0.4%,0.0%,-17,491,7%,0.9,1%,9%,12%
CCCn1c(C)cc(C(=O)COC(=O)c2ccc[nH]c2=O)c1C,15µM*,-2.3%,3.2%,12,705,14%,1.1,0%,3%,3%
Cc1cccc(N2C(=O)C3C4CC(C(Br)C4Br)C3C2=O)n1 (stereo not given),27%,-0.9%,0.4%,.,.,-7%,1.1,1%,7%,-7%
CN(C)/N=C/C=C1\CCC/C(=C/c2cccs2)C1=O,-2%,.,0.6%[50 µM],-21,711,.,.,14%,7%,.
N/C(=N\OC(=O)/C=C/c1ccc(Br)cc1)c1ccccn1,17%,-1.9%,-0.2%,-36,668,-4%,1.1,-3%,2%,-4%
C=CCOc1ccc(S(C)(=O)=O)cc1,-10%,.,0.0%,17,688,.,.,2%,1%,.
CCOC(=O)c1cc(CC)sc1NC(=O)C(c1ccccc1)c1ccccc1,-5%,-4.4%,5.8%,.,.,1%,1.1,1%,-1%,2%

# Following part.
SMILES,M17LAP inhibition,XIAP displacement,UTI89 phage lysis,Hep lipid drop,Hep lipid drop cells 6.5 µM,PMI inhibition,TNAP activators,Siah-1 displacement,M1AAP inhibition,PMI inhibitors
NC(=O)COC(=O)c1ccc(Oc2ccccc2)cc1,-11%,-4.4%,0.7%,7,839,-2%,1,0%,5%,2%
Cc1ccc(C)c(/C(O)=C2\C(=O)C(=O)N(Cc3cccnc3)C2c2cccnc2)c1 (stereo not given),20%,-5.3%,-0.5%,.,.,-15%,1.1,0%,9%,-9%
CC(=O)N(CC1CCCO1)c1nnc(-c2cnccn2)s1 (stereo not given),-22%,-4.3%,4.8%,.,.,-5%,1.1,-1%,-6%,-16%
CCN(C(=O)COC(=O)c1cc(S(=O)(=O)Nc2c(C)n(C)n(-c3ccccc3)c2=O)ccc1Cl)C1CCCCC1,1%,-9.7%,-0.2%,-3,681,10%,1,4%,4%,15%
NS(=O)(=O)c1ccc(CCNC(=O)CCCC2=NS(=O)(=O)c3ccccc3N2)cc1,1%,-4.3%,-0.1%,.,.,9%,1.1,5%,-2%,2%
COCCNC(=O)Cn1c(=O)n(Cc2ccc(C(=O)NCc3ccco3)cc2)c(=O)c2ccccc21,7%,-12%,0.0%,26,816,-9%,1.1,-6%,-1%,-6%
O=C(CCNC(=O)Cn1ccc2ccccc2c1=O)NCCc1ccc(Cl)cc1,-3%,-11%,1.7%,40,606,-6%,1.2,8%,1%,4%
O=C(CSc1nc(-c2ccco2)cc(C(F)(F)F)n1)Nc1ccc(C(=O)N2CCCCC2)cc1,2%,-5.3%,0.2%,.,.,-3%,0.9,-3%,0%,-1%
CC(C)c1onc(C(=O)NC(C)c2ccccc2)c1[N+](=O)[O-] (stereo not given),0%,-9.1%,-0.1%,-6,710,-3%,1,-4%,-4%,0%
CCOc1ccc(/C=N/NC(=O)c2[nH]ncc2Br)c(O)c1,6%,-0.7%,-3.9%,-26,477,-22%,2.4,-2%,4%,-4%
CC1CCc2cc(F)ccc2N1C(=O)CSc1nnc2c(n1)[nH]c1ccccc12 (stereo not given),8%,-6.8%,0.1%,-6,665,13%,0.9,-6%,12%,14%
CC(=O)c1ccc(NS(=O)(=O)c2ccc(N/C=C/C(=O)c3ccc(F)cc3)cc2)cc1,-3%,.,-0.2%,14,653,.,.,-2%,10%,.
Cc1ccccc1NC(=S)NC1(C)CCS(=O)(=O)C1 (stereo not given),-10%,-2.1%,7.2%,10,603,-14%,1.1,9%,5%,-8%
O=S(=O)(c1ccc(OCC(O)CN2CCC(Cc3ccccc3)CC2)cc1)N1CCOCC1 (stereo not given),-3%,-8.1%,-0.3%,0,621,5%,1,2%,0%,4%
Cn1c(N)c(C(=O)CSc2nnnn2-c2ccccc2)c(=O)n(C)c1=O,1%,.,0.3%,-5,723,.,.,22%,-8%,.
CCOC(=O)c1cnn(Cc2ccc(C)cc2)c1N,-5%,-5.9%,-0.1%,5,712,-7%,1.2,4%,0%,-4%
COc1cccc(CN2CCN(CCc3ccccc3)C(CCO)C2)c1OC (stereo not given),7%,-7.0%,0.1%,-9,659,-6%,1.1,1%,2%,4%
Cc1ccc(C(=O)N/C(=C\c2cccs2)C(=O)NCCc2ccccn2)cc1C,-3%,-4.9%,-0.5%,-3,716,9%,1,-5%,9%,4%
COc1ccccc1-n1c(SCC(=O)Nc2cc(C)on2)nc2c(c1=O)SCC2,19%,-6.9%,-0.5%,5,669,7%,1.1,9%,9%,5%
COC(=O)C(CCSC)NC(=O)c1cc2c(n(-c3ccccc3)c1=O)CC(C)(C)CC2=O (stereo not given),26%,-7.7%,0.6%,-2,698,-12%,1,0%,2%,-16%
Cc1cc(C)c(S(=O)(=O)Nc2ccc3[nH]c(=O)[nH]c3c2)c(C)c1,-7%,-1.8%,-2.5%,0,730,4%,1.2,-2%,-3%,4%
Clc1ccc(OCCCc2nc(-c3ccncc3)no2)c(Cl)c1,-6%,-2.9%,3.7%,.,.,14%,1.1,1%,0%,15%
O=C(COC(=O)c1ccc(Cl)cc1O)Nc1cccnc1Cl,5%,-3.5%,2.0%,-4,672,-15%,1.1,-8%,9%,-6%
O=C(c1ccco1)N1CCN(c2ncnc3c(-c4ccccc4)nsc23)CC1,-1%,-6.7%,-0.1%,.,.,4%,1.2,1%,-6%,6%
COc1ccc(OC2C(=O)N(Cc3ccc(F)cc3)C2c2cc(OC)c(OC)c(OC)c2)cc1 (stereo not given),-8%,-1.7%,0.1%[50 µM],1,585,13%,1,-2%,6%,16%

# (continued)
SMILES,M17LAP inhibition,XIAP displacement,UTI89 phage lysis,Hep lipid drop,Hep lipid drop cells 6.5 µM,PMI inhibition,TNAP activators,Siah-1 displacement,M1AAP inhibition,PMI inhibitors
O=C(CN1C(=O)c2ccccc2C1=O)N1CCN(c2nnc(-c3ccccc3)c3ccccc23)CC1,0%,-2.5%,-0.2%,8,692,1%,1.1,0%,1%,6%
COc1ccc(-c2csc(NC(=O)CSc3ccc(Br)cc3)n2)c(OC)c1,-2%,2.5%,3.5%,-25,608,-15%,1.1,11%,3%,-9%
CNc1ccc(Cl)cc1C(N)=O,-74%,.,5.7%,12,737,.,.,2%,11%,.
Cc1ccc(NC(=O)CCC(=O)OCC(=O)c2ccc(Oc3ccc([N+](=O)[O-])cc3)cc2)c(C)c1,14%,-19%,0.0%,.,.,14%,1.1,2%,0%,13%
CSc1ncc(CN2CCCC(C(=O)c3ccc(C(C)(C)C)cc3)C2)cn1 (stereo not given),9%,0.1%,-0.2%,-7,659,.,1.1,4%,0%,.
CC(=O)Nc1ccc(S(=O)(=O)N2CCCN(S(=O)(=O)c3ccc(NC(C)=O)cc3)CC2)cc1,-14%,-4.5%,0.5%,-6,702,4%,1.1,0%,0%,9%
CS(=O)(=O)N1CCN(c2ccnc3cc(Cl)ccc23)CC1,9%,-7.4%,-1.7%,-1,690,6%,1.1,14%,1%,-2%
